D2 antagonist: antagonizes the human D2 dopamine receptor; P14416; HEK293 TREx D2 cells, calcium flux, dopamine EC80; inhibition, % at 10 µM; 2% of 340,000 active; AID 485344; in the data active = inhibition above about 30%; note: 0% is about no effect
Target sequence (P14416 whole entry, looked up): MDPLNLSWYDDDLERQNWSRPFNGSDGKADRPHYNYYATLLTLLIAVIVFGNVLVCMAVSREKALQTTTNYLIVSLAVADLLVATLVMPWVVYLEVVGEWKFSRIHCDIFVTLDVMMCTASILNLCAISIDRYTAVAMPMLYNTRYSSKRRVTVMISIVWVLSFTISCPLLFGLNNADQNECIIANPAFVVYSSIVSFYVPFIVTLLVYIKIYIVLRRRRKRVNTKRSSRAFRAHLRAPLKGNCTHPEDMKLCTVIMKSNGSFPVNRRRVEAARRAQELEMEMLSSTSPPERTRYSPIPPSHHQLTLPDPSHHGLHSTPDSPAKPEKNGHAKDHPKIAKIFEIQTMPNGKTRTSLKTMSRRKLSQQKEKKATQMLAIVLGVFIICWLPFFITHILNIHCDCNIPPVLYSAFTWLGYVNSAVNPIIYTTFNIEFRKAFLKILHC
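Tetracycline-induced HEK293 TREx cells expressing D2 receptor forced-coupled to calcium signalling, loaded with no-wash calcium dye. Compounds added and calcium flux read 180 s, then dopamine added at EC80 and read a further 180 s.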
ERG Ets-DNA blk: ERG Ets/DNA interaction inhibition; 0.028% of 370,000 active; Potency, µM (top dose mostly 76.9 µM), for inactives: top-dose FP activity, negative = inhibition, actives largely listed as inhibitors; P11308; fluorescence polarization, His-ERG Ets domain / labelled DNA; active = well fitted inhibition curve with a large enough effect in the polarisation, with a control signal flat; inconclusive = small, poorly fitted or top-dose-only effect, or effect the other way, or a change in a side signal; inactive = no such curve, though single readings can be large or run the other way; the % refers to the polarisation;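 note: polarization taken with two DNA probes labelled with fluorescein and Texas red; potency is the fitted concentration of half-maximal effect; % of control where 0% means no effect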
Target sequence (P11308 whole entry, looked up, the tested form may be a part): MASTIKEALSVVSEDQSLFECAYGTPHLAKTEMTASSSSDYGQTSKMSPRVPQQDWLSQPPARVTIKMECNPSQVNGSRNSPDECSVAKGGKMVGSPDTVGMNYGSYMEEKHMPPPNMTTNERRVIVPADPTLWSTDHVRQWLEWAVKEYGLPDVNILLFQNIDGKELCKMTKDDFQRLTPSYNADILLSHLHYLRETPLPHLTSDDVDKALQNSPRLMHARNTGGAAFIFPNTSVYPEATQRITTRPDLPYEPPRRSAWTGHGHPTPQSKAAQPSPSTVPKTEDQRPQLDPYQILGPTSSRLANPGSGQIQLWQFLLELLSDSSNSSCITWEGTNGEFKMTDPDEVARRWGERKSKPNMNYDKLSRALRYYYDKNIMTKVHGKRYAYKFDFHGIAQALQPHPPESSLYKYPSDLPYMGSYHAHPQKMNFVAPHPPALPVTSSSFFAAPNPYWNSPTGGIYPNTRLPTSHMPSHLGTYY
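His-tagged ERG Ets domain (1 uM in the protein solution; 300mM KCl, 50mM Tris-HCl, 1mM EDTA, 1mM DTT, pH 7.5) received compound, then a probe mix of 5 nM fluorescein-DNA and 100nM Texas-615-DNA. Fluorescence polarization was read for both dyes.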
RGS4 inh: human RGS4 inhibition; P49798; Transcreener GDP fluorescence polarization, RGS4-accelerated GTP hydrolysis; Potency, µM (doses to about 114 µM), for the others: top-dose activity change, negative = inhibition, most hits filed as inhibitors; 0.039% of 390,000 active; note: potency is the fitted concentration of half-maximal effect; % is set by controls: 0 for no effect and ±100 for the full control effect; nearly all actives have a fitted effect of over 75% in size; some results filed as inactive show a strong effect at the top dose
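MLSMR compounds (23 nl, pin-transferred) preincubated 10 min at room temperature with a 500nM (2x) first reagent, then RGS4 at 900nM (2x) plus Transcreener GDP mix added; fluorescence polarization (620/688 nm) read before and after 90 min at 30 °C.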
Vif-A3G inh: Vif-A3G binding inhibition; Potency, µM (titrated, usually from 46.1 µM), without a hit: top-dose activity, negative = active, actives largely listed as inhibitors; Q9HC16; AID 602310; HeLa A3G-eYFP + Vif (tagged APOBEC3G with the HIV-1 protein that degrades it), YFP fluorescence, overnight; 0.076% of 410,000 active;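 note: potency is the fitted concentration of half-maximal effect; % is set by controls: 0 for no effect and ±100 for the full control effect; nearly all actives have a fitted effect of over 60% in size; hits raise eYFP signal because A3G escapes Vif-driven loss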
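HeLa cells stably expressing Vif and C-terminally eYFP-tagged A3G, seeded overnight at 37 deg C, then exposed to compound by pintool overnight at 37 deg C. Rise in yellow fluorescence (Ex 488/Em 500-530, Acumen) marks blocked Vif-driven A3G degradation.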
ALOX12 inh: ALOX12 (human) lipoxygenase inhibition; P18054; purified 12hLO, xylenol orange hydroperoxide absorbance; Potency, µM (titrated, usually from 108 µM), inactives show at the highest dose activity change, negative = inhibition, actives largely listed as inhibitors; 1.1% of 580,000 active; AID 1671190; note: potency is the fitted concentration of half-maximal effect; % is set by controls: 0 for no effect and ±100 for the full control effect
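Hydroperoxide product was detected by ferrous iron/xylenol orange as the 573 to 405 nm absorbance ratio. Arachidonic acid at 40 uM (final) was turned over for 30 min at room temperature by 150 nM human 12hLO, pH 7.0 Hepes buffer, after 15 min compound preincubation.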
D2 agonist: activates the human D2 dopamine receptor | P14416 | HEK293 T-REx D2 cells, calcium flux agonist mode | activation, % at 2 µM | 0.53% of 340,000 active | AID 485358;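 active = activation over 3 SD above normal in the single-dose calcium agonist read, cut at about 30% in these data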; note: 0% is about no effect
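HEK293 Trex D2 cells, tetracycline-induced, o/n 30 C 5% CO2; no-wash Ca dye, RT 30–90 min; 10-cycle baseline, 23 nl cpd added, kinetic Ca read 180 s; agonist hits = positive Ca response.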
GRP78 ERSR act: induces the endoplasmic reticulum stress response in human glioma cells; U87-MG GRP78 promoter luciferase reporter, 16 h; Potency, µM, inactives show at the highest dose activation, most hits filed as activators; 0.02% of 420,000 active; AID 602332; note: potency is the fitted concentration of half-maximal effect; series mostly up to about 76 µM; % of control where 0% means no effect; nearly all actives have a fitted effect of over 35% in size
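Stably transfected U87-MG glioma cells carrying a GRP78-based luciferase sensor; 16 h compound incubation. Luminescence end-point read 10 min after Bright-Glo addition at room temperature.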
Vif-A3F inh: blocks the Vif interaction with APOBEC3F | Potency, µM (series often up to 46.1 µM), inactives show at the highest dose activity, negative = active | 0.2% of 390,000 active | HeLa A3F-eYFP + Vif (tagged APOBEC3F with the HIV-1 protein that degrades it), YFP fluorescence increase; note: potency is the fitted concentration of half-maximal effect; % of control where 0% means no effect; nearly all actives have a fitted effect of over 65% in size
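HeLa cells stably expressing A3F-eYFP plus Vif, plated and incubated overnight at 37 deg C, then exposed to compounds overnight at 37 deg C. Blocked degradation read as raised yellow fluorescence (Ex 488/Em 500-530).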
LDHA block: LDHA (human) enzyme inhibition. 0.15% of 480,000 active. activity change, % (values are at about 110 or 230 µM). purified LDHA, NADH/diaphorase-resazurin fluorescence; active compounds read low. P00338. AID 1347041; in the data active = activity change below about -30%; inconclusive = mostly about -25% to -30%;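 note: plate controls were DMSO wells for no effect and wells without enzyme for full effect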
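Enzyme activity of human lactate dehydrogenase 5 (2 nM; 0.06 mM NADH, 0.2 mM pyruvate, 5 min, RT) is measured via a resazurin/diaphorase fluorescence readout of residual NADH.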
* = called active by the depositor; ? = inconclusive; . = not tested or not shown; & = joins results of further samples; [ ] = another dose, or the depositor's remark. Unless noted, calls come from the whole dose curve; as a rule, active = well fitted curve in the direction sought with a large enough effect; inconclusive = small, poorly fitted or top-dose-only effect, or another doubt; inactive = no such curve, though single readings can be large; an effect the other way counts as inactive or inconclusive.

SMILES | D2 antagonist | ERG Ets-DNA blk | RGS4 inh | Vif-A3G inh | ALOX12 inh | D2 agonist | GRP78 ERSR act | Vif-A3F inh | LDHA block
O=C(CN1C(=O)C(c2ccc(F)cc2)=NC12CCCCCC2)Nc1ccc(F)c(Cl)c1 | . | -15.1% | -1.1% | 2.4% | -16.1% | -0.5 | -2.3% | -0.1% | 4.1
CC(C)c1ccc(NS(=O)(=O)c2ccc3[nH]cc(C(=O)NC4CCCCC4)c(=O)c3c2)cc1 | . | 0.0% | 14.9% | -6.5% | 35.5µM* | 0.4 | -2.7% | -1.3% | 8.2
O=C(NCc1ccc(F)cc1)c1cc(C2CCCCN2S(=O)(=O)c2cccc3cccnc23)on1 (stereo not drawn) | . | . | . | 4.1% | 11.3% | . | -1.0% | . | -2.1
COCC(C)NCc1ccc(OC)c(Br)c1 (stereo not drawn) | -1.2 | 1.4% | 19.2% | 1.8% | -13.6% | -1.6 | 2.9% | -1.7% | -19.3
Cc1ccc(C)c(NS(=O)(=O)c2ccccc2C)c1 | 3.9 | 3.1% | -3.0% | -15.1% | -26.4% | -0.4 | 0.4% | -34.7% | -5.7
Cc1ccc(C)n1-c1ccc(-n2cnnn2)cc1 | -3.4 | -1.9% | -4.8% | 2.3% | 0.0% | 0.2 | -2.9% | -2.6% | 17.1
Cc1cc(C)cc(NC(=O)C2CCN(S(=O)(=O)c3ccc4c(c3)NC(=O)C(C)S4)CC2)c1 (stereo not drawn) | 17.9 | 7.5% | -4.5% | -1.1% | -0.6% | -0.8 | -9.0% | 0.4% | -3.2
Oc1ccc2ccccc2c1C=Nc1ccccc1-c1nc2ccccc2[nH]1 | 41.4* | 7.5% | ? | -0.8% | 24.0% | -0.2 | -4.7% | -7.2% | 39.3
CC1(C)CC(=O)c2cnc(NCc3ccco3)nc2C1 | -12.1 | 10.1% | -8.6% | -0.3% | 0.0% | 0.0 | 6.9% | -0.3% | -1.6
CCCn1c(SCC(=O)OCC)nc(C(F)(F)F)cc1=O | 17.0 | -2.2% | -31.1% | 3.8% | -9.1% | 0.4 | -1.3% | 0.1% | -2.7
Cc1[nH]nc2c1C(C(C)c1ccccc1)C(C#N)=C(N)O2 (stereo not drawn) | 3.4 | 17.6% | -32.6% | -0.6% | -5.2% | 0.5 | -7.3% | 5.2% | -3.4
COc1ccc(-n2nc(C(=O)NCC(=O)NCCCN3CC(C)CC(C)C3)c3ccccc3c2=O)cc1OC (stereo not drawn) | -7.4 | -3.0% | -7.0% | -0.1% | -9.5% | -0.7 | -4.4% | 8.7% | -1.6
CCCC(=O)O[C@H]1C[C@@H](C)N(C(=O)c2ccccc2)c2ccc(C)cc21 | 2.7 | 2.4% | 23.9% | -3.3% | 0.0% | -1.3 | -4.4% | -3.7% | 5.3
CC(NC(=O)c1ccco1)C(c1cccs1)N1CCN(c2ccc(F)cc2)CC1 (stereo not drawn) | -2.1 | . | -10.0% | -1.0% | -2.1% | 0.6 | -4.1% | -22.6% | -7.0
CCOC(=O)c1cc(NC(=O)c2ccco2)ccc1N1CCOCC1 | 3.5 | 10.7% | -47.1% | -8.9% | 3.8% | 0.8 | 0.1% | -9.4% | 3.5
CCCCNC(=O)OC1CCS(=O)(=O)C1 (stereo not drawn) | 5.6 | 0.3% | 21.5% | 3.9% | 0.0% | 0.1 | -0.9% | -1.3% | -5.3
O=C(NC1CCCCCC1)C1c2ccccc2C(=O)N1CCCN1CCOCC1 (stereo not drawn) | -7.9 | -9.7% | 10.6% | 1.6% | 0.0% | 1.3 | -1.3% | -1.6% | -6.5
COc1ccc(C(=O)COC(=O)CNC(=O)C2CCCCC2)c(OC)c1 | 2.7 | -4.3% | -25.7% | -7.5% | 356.5%[activator] | -0.2 | 0.6% | 2.6% | -0.3
Cc1ccc(C2C(=O)N(C3CCCC3)CC(=O)N2CC2COc3ccccc3O2)cc1 (stereo not drawn) | 7.5 | -5.8% | -18.0% | 2.1% | -23.8% | 0.7 | 1.6% | -4.6% | 7.8
Cc1cc(Nc2c(C)n(C)n(-c3ccccc3)c2=O)n2c(nc3ccccc32)c1C#N | 16.6 | 12.6% | 0.7% | -5.4% | -4.5% | -0.5 | -6.7% | -2.0% | 6.8

Copied from above for reference:
SMILES | D2 antagonist | ERG Ets-DNA blk | RGS4 inh | Vif-A3G inh | ALOX12 inh | D2 agonist | GRP78 ERSR act | Vif-A3F inh | LDHA block
COc1ccc(C(=O)COC(=O)CNC(=O)C2CCCCC2)c(OC)c1 | 2.7 | -4.3% | -25.7% | -7.5% | 356.5%[activator] | -0.2 | 0.6% | 2.6% | -0.3
Cc1ccc(C2C(=O)N(C3CCCC3)CC(=O)N2CC2COc3ccccc3O2)cc1 (stereo not drawn) | 7.5 | -5.8% | -18.0% | 2.1% | -23.8% | 0.7 | 1.6% | -4.6% | 7.8
Cc1cc(Nc2c(C)n(C)n(-c3ccccc3)c2=O)n2c(nc3ccccc32)c1C#N | 16.6 | 12.6% | 0.7% | -5.4% | -4.5% | -0.5 | -6.7% | -2.0% | 6.8

Carrying on.
SMILES | D2 antagonist | ERG Ets-DNA blk | RGS4 inh | Vif-A3G inh | ALOX12 inh | D2 agonist | GRP78 ERSR act | Vif-A3F inh | LDHA block
Cn1c(SC2CCCCC2=O)nnc1-c1ccccc1F (stereo not drawn) | -2.0 | -3.7% | -3.3% | -2.6% | -10.1% | -0.6 | -1.4% | 1.4% | -5.2
Cc1ccc([N+](=O)[O-])cc1S(=O)(=O)Nc1ccc(O)c(Sc2ncn[nH]2)c1 | -3.2 | 10.0% | -46.1% | -15.6% | ? | 0.3 | -2.1% | 0.0% | 6.0
O=C(CN1CCC(n2nnc3cc(F)ccc32)CC1)NC1CC1 | -7.6 | -0.5% | 9.0% | 0.0% | 0.0% | 0.9 | -1.9% | -1.0% | -0.5
CN1CCN(CCCCOc2ccc(Br)cc2)CC1 | . | -5.5% | -33.0% | 1.3% | ? | . | -2.1% | -9.0% | -19.4
O=C(Nc1nccs1)C1=COCCO1 | . | 9.8% | 0.4% | 0.9% | 4.4% | . | 3.8% | -0.4% | -3.0
Oc1c(Cl)cc(CN2CCOCC2)c2cccnc12 | -4.2 | -0.1% | -33.0% | ? | ? | 0.6 | -2.7% | 2.2% | 9.0
Cn1c(N/N=C/c2cc3ccccc3nc2Cl)nc2ccccc21 | 8.5 | -11.3% | 18.6% | 11.2µM* | -8.3% | -0.7 | -3.8% | 22.4µM* | -5.3
COCCN(C(=O)c1ccc(N2CCCC2=O)cc1)c1c(N)n(Cc2ccccc2)c(=O)[nH]c1=O | -17.3 | -8.1% | -5.4% | -7.7% | ? | 0.3 | -4.1% | -10.4% | -10.4
O=[N+]([O-])c1c(Nc2ccc(O)cc2)cc(N2CCOCC2)c2nonc12 | 10.6 | 9.8% | -10.6% | 2.1% | -13.3% | -0.4 | 1.0% | -2.6% | 3.6
Cc1ccc(NC(=S)NCc2ccccc2)cc1[N+](=O)[O-] | -2.5 | -3.6% | ? | -6.2% | ? | -0.2 | 1.7% | 3.4% | -6.3
CN(Cc1ccccc1)C(=O)CCc1ccccc1 | 12.4 | -3.1% | -4.8% | -6.8% | -0.9% | -0.3 | -3.7% | -9.8% | -7.0
Cc1c(Cl)cccc1NC(=S)NCC1COc2ccccc2O1 (stereo not drawn) | 3.2 | 0.2% | 16.9% | 0.4% | ? | 1.0 | -2.5% | -7.5% | -4.8
CCc1ccccc1NC1=NCC(=O)N1C1CCCC1 | 2.3 | ? | -12.0%[11.4 µM] | 0.5% | -16.8% | -0.3 | -0.7% | -3.0% | -1.4
Cc1ccc(C)c(NC(=S)N(C)C)c1 | 7.7 | 1.0% | -17.6% | -0.5% | 168.0%[activator] | -0.1 | 0.4% | 0.9% | -3.9
O=C(Oc1cc(Cl)cc(Cl)c1)c1cnc2n(c1=O)CCS2 | 1.5 | -15.7% | -1.2% | -5.7% | 117.2%[activator] | 0.5 | 0.7% | ? | -5.2
Cc1ccc(OC(C)C(=O)Nc2ncc(Cl)cc2Cl)c([N+](=O)[O-])n1 (stereo not drawn) | . | -3.1% | 9.4% | 3.0% | 0.9% | . | -3.1% | -2.0% | -2.8
Cc1cccc(NC(=O)CSCC(=O)Nc2ccccc2N2CCCC2)c1 | -19.7 | -6.5% | -2.5% | -13.3% | 92.4%[activator] | -0.2 | -1.6% | 0.1% | 5.0
Cn1ccnc1SCC(=O)Nc1sccc1C#N | 18.5 | 1.9% | -12.8% | -0.6% | 0.0% | -0.1 | 5.6% | -1.8% | -11.4
Nc1nc(N)nc(-c2cc(F)ccc2O)n1 | -2.7 | 1.8% | -0.9% | -24.0% | 3.6% | 0.7 | -2.0% | 1.0% | 4.1
CC(SC1=NS(=O)(=O)c2ccccc21)C(=O)O (stereo not drawn) | . | . | 9.1% | 3.7% | 0.708µM* | . | -4.1% | . | 5.4&0.6
COc1ccccc1CNC(=O)c1ccc2c(=O)n3c(nc2c1)CCCCC3 | 5.0 | -3.0% | -12.3%[56.9 µM] | -10.8% | -2.3% | 0.0 | -8.6% | -1.2% | -3.3
COc1ccc(Nc2c3c(nc4ccc(C)cc24)CCC3)cc1 | 7.2 | 9.7% | 2.2% | 1.5% | 5.9% | -0.5 | -4.3% | -2.1% | -3.0
O=C(COC(=O)c1ccccc1Br)Nc1ccc(F)cc1 | -2.8 | -2.5% | 20.8% | -0.7% | -2.3% | 0.7 | 7.7% | -5.1% | -1.0

This is a subset (hit frequency here may not be typical).
